Screens: PubChem, several laboratories
FadD28 binding = M. tuberculosis FadD28 bisubstrate binding inhibition | AID 588549 | inhibition, % at 12.5 µM | FadD28 bisubstrate probe binding, fluorescence polarization | hit rate 0.22% among 360,000; in the data active = inhibition above about 8.5%, passing the limit was not always enough; inconclusive = no clear call, values can overlap the other calls
FBA Mtb inh = Mtb fructose-bisphosphate aldolase inhibition; inhibition, % at 1 µM; P9WQA3; hit rate 2.3% among 360,000; purified M. tuberculosis FBA, fluorescence read-out; in the data active = inhibition above about 27%;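 also: 0% = vehicle and 100% = reference inhibitor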
Target sequence (P9WQA3 whole entry, looked up): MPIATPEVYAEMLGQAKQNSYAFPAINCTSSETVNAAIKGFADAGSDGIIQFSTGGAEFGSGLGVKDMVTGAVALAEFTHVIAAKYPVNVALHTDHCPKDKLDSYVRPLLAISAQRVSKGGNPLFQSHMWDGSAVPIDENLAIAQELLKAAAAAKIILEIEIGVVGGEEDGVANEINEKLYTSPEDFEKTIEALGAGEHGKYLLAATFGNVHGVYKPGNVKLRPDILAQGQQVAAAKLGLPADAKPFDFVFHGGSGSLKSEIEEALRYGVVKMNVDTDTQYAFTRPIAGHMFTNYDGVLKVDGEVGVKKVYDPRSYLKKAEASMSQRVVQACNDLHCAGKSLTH
BoNT-F LC inh = inhibitors of Botulinum neurotoxin F light chain protease; Multiplex microsphere protease cleavage assay, flow cytometry; inhibition, % at 10 µM; hit rate 0.22% among 360,000; AID 588497; in the data active = inhibition above about 35%, passing the limit was not always enough; inconclusive = no clear call, values can overlap the other calls; also: plate controls were buffer without enzyme for full effect and enzyme alone for no effect
BioA inh = BioA (M. tuberculosis) enzyme inhibition; inhibition, % at 9.99 µM; AID 602481; hit rate 0.096% among 360,000; purified M. tuberculosis BioA enzyme, plate reader; in the data active = inhibition above about 40%; inconclusive = no clear call, values can overlap the other calls
UGM FP inh = Mtb UDP-galactopyranose mutase inhibition. P9WIQ1. purified UGM, fluorescence polarization probe displacement. inhibition, % at 10 µM. hit rate 0.06% among 320,000. AID 504406; in the data active = inhibition above about 10%, passing the limit was not always enough; inconclusive = no clear call, values can overlap the other calls
Target sequence (P9WIQ1 whole entry, looked up): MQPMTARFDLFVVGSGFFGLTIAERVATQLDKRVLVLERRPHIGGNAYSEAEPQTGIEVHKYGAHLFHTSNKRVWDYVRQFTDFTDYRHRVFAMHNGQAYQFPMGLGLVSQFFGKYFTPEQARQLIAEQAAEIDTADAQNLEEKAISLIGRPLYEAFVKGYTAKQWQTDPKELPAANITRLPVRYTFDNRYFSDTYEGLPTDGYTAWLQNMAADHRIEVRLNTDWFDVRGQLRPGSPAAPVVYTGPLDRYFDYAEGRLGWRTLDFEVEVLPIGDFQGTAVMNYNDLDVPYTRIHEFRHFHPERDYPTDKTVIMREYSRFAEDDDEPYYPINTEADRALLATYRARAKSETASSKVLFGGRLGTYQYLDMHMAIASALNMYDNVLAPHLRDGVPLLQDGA
BoNT-A LC inh2 = BoNT A light chain protease inhibition | multiplex microsphere protease substrate cleavage, flow cytometry | inhibition, % at 10 µM | hit rate 0.17% among 360,000 | AID 588499; in the data active = inhibition above about 30%; inconclusive = no clear call, values can overlap the other calls; also: plate controls were buffer without enzyme for full effect and enzyme alone for no effect
GDH-TPI counter = counter-screen for M. tuberculosis FBA inhibitors: GDH-TPI coupled enzymes | inhibition, % at 4.8 µM | GDH-TPI coupled enzyme counterscreen, NADH absorbance | hit rate 1.2% among 360,000;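 also: 0% = DMSO wells and 100% = wells lacking the enzyme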
CCHF vOTU inh = blocks the CCHF virus ovarian tumor domain protease. inhibition, % at 11.5 µM. hit rate 0.55% among 370,000. CCHFV vOTU protease, Pep-AMC fluorescence; also: 0% = vehicle wells with enzyme and 100% = no enzyme wells
PrPC TRFRET = reduces human prion protein on the cell surface | cell surface PrPC, TR-FRET read-out | P04156 | inhibition, % at 13.8 µM | hit rate 0.43% among 370,000; in the data active = inhibition above about 24%; also: 0% = median of the test wells and 100% = reference compound wells
* marks the source's active call; other numbers are inactive results; ? = inconclusive; . = no result given. Rule as the data show it, unless noted: active = inhibition above about 30%; inactive = the rest.

SMILES	FadD28 binding	FBA Mtb inh	BoNT-F LC inh	BioA inh	UGM FP inh	BoNT-A LC inh2	GDH-TPI counter	CCHF vOTU inh	PrPC TRFRET
CCc1c(C)nc2ncnn2c1N1CCCC(C(=O)NCc2cccs2)C1 (configuration not stated)	-1.2	-1	-12	.	1.7	-2.5	10	-7	8
CCN(CC)C(=O)Cn1cc(/C=C2\C(=O)NC(=O)N(c3ccccc3F)C2=O)c2ccccc21	0.5	1	1	-0.7	-4.8	-2.7	6	11	5
CCCCCn1c(NC(=O)c2ccco2)c(S(=O)(=O)c2ccc(C)cc2)c2nc3ccccc3nc21	0.6	96*	-2	1.5	1.1	9.7	24	71*	-1
CCc1cccc(C)c1N1C(=O)CN(Cc2ccccc2)C1=S	-0.6	4	12	-0.9	1.2	5.0	8	-7	10
CCN(CC)CCNC(=O)C1c2ccccc2Oc2ccccc21	.	2	-12	2.1	0.4	-3.0	0	-12	2
CCOCCCN(C(=O)Cn1nnc2ccccc21)C(C(=O)NCc1ccco1)c1ccncc1 (configuration not stated)	-4.4	0	?	-0.3	.	0.1	0	-3	7
O=C(Nc1cccc2ncccc12)c1ccc(Cl)cc1	0.8	0	-16	-0.9	-0.3	-3.3	0	2	11
CCCCCn1c(=O)c(C(=O)NCc2ccncc2)c(O)c2ccccc21	-8.5	4	0	0.9	-1.1	-0.3	-5	11	11
Clc1ccc(-c2nc3cnccn3c2NC2CCCC2)cc1	-1.0	17	4	1.6	-1.5	-0.1	15	.	.
CN1C2CCC1CC(NC(=O)c1ccc(Cl)cc1)C2 (configuration not stated)	-1.1	1	-10	0.0	1.2	-0.6	-4	2	-12
COCCn1c(NC(=S)NC(=O)C2CC2)cc(=O)[nH]c1=O	-0.2	6	0	-3.3	-1.6	-1.8	26	3	3
Cc1ccccc1OCC(O)CN1C(=O)c2ccccc2C1=O (configuration not stated)	-2.5	2	?	.	0.0	-11	-7	6	8
Cc1ccc(C(=O)NNC(=O)Cc2ccccc2)cc1	-1.7	1	1	-0.8	0.2	?	-5	-2	0
O=C(CCc1nnc2ccc(NCc3ccccc3)nn12)NC1CCCCC1	-0.2	2	-8	1.7	-0.1	-4.6	-1	-22	-2
NC(=O)c1c(N)[nH]c(C(=O)c2ccccc2)c1-c1ccccc1Br	.	.	4	.	.	-0.2	.	8	-2
O=C(COCc1cc(-c2ccc3c(c2)OCO3)on1)N1CCN(c2ccccc2)CC1	-1.8	4	-2	0.3	4.5	-1.2	9	19	7
COc1ccccc1N1CCN(C(=O)CCC(=O)N2CCN(c3ccccc3OC)CC2)CC1	-0.8	2	-32	-1.1	0.4	-1.6	9	-9	2
Cn1c(Oc2ccc3c(c2)OCO3)nc2c1c(=O)n(Cc1ccccc1)c(=O)n2C	-5.3	-4	5	-0.8	2.3	-0.2	-3	2	0
O=C(CN1CCN(S(=O)(=O)c2ccccc2)CC1)N1CCc2ccccc21	-3.3	-1	-1	0.7	-1.5	-3.2	-2	12	2
CC(CCc1ccccc1)NC(=O)CCNC(=O)Cn1ccc2ccccc2c1=O (configuration not stated)	2.6	1	0	.	1.0	1.5	4	16	11
CCN(CC)C(=O)C(=O)N/N=C/c1cccs1	0.4	-1	-1	0.0	-1.0	-0.2	8	-4	7
Cc1ccccc1NC(=O)Cc1nnc(SCC(=O)c2ccc(Br)cc2)n1C	-4.6	0	7	-1.5	0.4	?	-2	0	-6
CN(c1ccccc1)c1ccc(/C=N/N2CCOCC2)cc1	2.4	0	-4	-0.5	0.3	-1.1	31*	11	-3
CC(=O)c1cccc(NC(=O)C2CCN(S(=O)(=O)c3ccc(C)cc3)CC2)c1	0.9	4	-12	4.0	-1.1	-0.3	-4	4	9
Cn1c(=O)cc(C(=O)N/N=C/c2ccc(Cl)cc2)[nH]c1=O	-0.2	-1	5	-2.0	-0.7	-1.2	16	-4	7
OCCC1CN(Cc2cnn(-c3ccccc3Cl)c2)CCN1Cc1ccsc1 (configuration not stated)	-1.3	18	-3	.	.	0.0	2	2	7
NS(=O)(=O)c1ccc(CNC(=O)c2sccc2-c2ccccc2)cc1	-5.8	-3	5	1.2	0.7	3.2	2	29	-4
Cc1cc(C)n(/N=C/c2ccccc2)c(=O)c1C#N	-0.2	-3	8	3.8	-3.9	0.3	18	10	-3
O=C(Nc1ccc(N2CCN(Cc3ccccc3F)CC2)cc1)c1ccc([N+](=O)[O-])o1	-5.2	-1	8	-0.6	-4.1	3.5	16	5	-1
COc1ccc(-c2c(-c3ccccc3OC)sc3ccccc23)cc1OC	-4.4	2	-5	0.0	-3.6	-0.1	-8	13	-11

Two entries picked at random from the list so far:
SMILES	FadD28 binding	FBA Mtb inh	BoNT-F LC inh	BioA inh	UGM FP inh	BoNT-A LC inh2	GDH-TPI counter	CCHF vOTU inh	PrPC TRFRET
CC(CCc1ccccc1)NC(=O)CCNC(=O)Cn1ccc2ccccc2c1=O (configuration not stated)	2.6	1	0	.	1.0	1.5	4	16	11
COc1ccccc1N1CCN(C(=O)CCC(=O)N2CCN(c3ccccc3OC)CC2)CC1	-0.8	2	-32	-1.1	0.4	-1.6	9	-9	2

3 entries out of the list, arranged by formula weight, smallest number first.
SMILES	FadD28 binding	FBA Mtb inh	BoNT-F LC inh	BioA inh	UGM FP inh	BoNT-A LC inh2	GDH-TPI counter	CCHF vOTU inh	PrPC TRFRET
O=C(CCc1nnc2ccc(NCc3ccccc3)nn12)NC1CCCCC1	-0.2	2	-8	1.7	-0.1	-4.6	-1	-22	-2
CCN(CC)C(=O)Cn1cc(/C=C2\C(=O)NC(=O)N(c3ccccc3F)C2=O)c2ccccc21	0.5	1	1	-0.7	-4.8	-2.7	6	11	5
CCOCCCN(C(=O)Cn1nnc2ccccc21)C(C(=O)NCc1ccco1)c1ccncc1 (configuration not stated)	-4.4	0	?	-0.3	.	0.1	0	-3	7

Next compounds:
SMILES	FadD28 binding	FBA Mtb inh	BoNT-F LC inh	BioA inh	UGM FP inh	BoNT-A LC inh2	GDH-TPI counter	CCHF vOTU inh	PrPC TRFRET
O=C(O)C(Cc1ccccc1)N1C(=O)c2ccccc2C1=O (configuration not stated)	-2.1	0	2	1.5	0.4	0.2	9	-5	-1
Cc1cc(NS(=O)(=O)c2ccc(NC(=O)c3ccc(Cl)nc3)cc2)nc(C)n1	-0.7	1	-4	1.2	.	0.0	12	4	-4
N#Cc1ccccc1S(=O)(=O)N1CCN(Cc2c(O)ccc3ccccc23)CC1	-0.7	3	-6	-0.6	1.8	0.3	4	1	2
C[C@@H]1CN([C@H](C)CO)C(=O)c2c(c3ccccc3n2C)-c2ccccc2CO[C@H]1CN(C)S(=O)(=O)c1cn(C)cn1	-0.6	2	-8	-0.4	.	-0.2	-8	-5	3
Cc1nc(N)c(C#N)c(-c2ccccc2Cl)c1C	-1.6	12	-3	-1.2	0.2	-0.1	12	-17	2
CCOC(=O)c1c(C)oc2ccc(O)c(CN(C)C)c12	-4.3	0	19	-0.3	-1.3	0.3	5	10	-4
O=C(Nc1ccccc1C(=O)N1CCN(CCO)CC1)c1cccc([N+](=O)[O-])c1	0.4	-1	.	0.0	0.2	.	4	-7	-11
Cc1[nH]ccc2c1[nH]c1cc(=O)ccc12	-0.5	167*	?	-1.4	-0.9	-1.8	7	-180	3
OCC[C@@H]1NCc2cc(CO)cc(-c3ccccc3)c21	-2.2	-2	-4	0.5	.	-0.2	-1	17	6
O=C(O)c1ccc2c(c1)C(=O)N(C(Cc1ccc(O)cc1)C(=O)O)C2=O (configuration not stated)	-0.5	-1	2	.	-2.0	3.0	9	0	-3
O=C(N/N=C/c1cccc([N+](=O)[O-])c1)c1ccc2nc[nH]c2c1	-0.7	1	-12	6.3	0.0	0.9	10	1	-26
CCOc1ccc(CCNC(=O)c2ccc(NC3=NC4CS(=O)(=O)CC4S3)cc2)cc1 (configuration not stated)	-1.8	1	2	-2.5	1.6	2.5	-6	5	1
CC1=C(C(=O)OCc2ccccc2)N2C(=O)[C@@H](NC(=O)COc3ccccc3)[C@H]2SC1	-3.5	-4	-9	-1.7	-0.7	-0.6	0	8	-9
CCCCC1CC2=C(C(=O)OC(C)(C)O2)C(c2ccc3ccccc3c2)O1 (configuration not stated)	-3.6	0	3	0.4	.	-0.2	.	15	-2
Cc1cc(C)c(-c2csc(NC(=O)C3=NN(c4ccccc4)C(=O)CC3)n2)c(C)c1	-1.0	6	-4	.	5.5	0.0	13	3	3
CN(C)C(CNC(=O)c1ccc2c(=O)n(-c3ccccc3F)c(=S)[nH]c2c1)Cc1ccccc1 (configuration not stated)	-1.1	1	-1	.	1.0	-0.1	1	-5	-2
C=CCNC(=O)NS(=O)(=O)c1ccc(C)cc1	0.2	2	-5	.	0.2	-0.8	6	9	-7
O=C(NC(=O)c1ccccc1)OCC(F)(F)F	-1.9	0	7	-1.5	-1.6	0.3	-3	4	-3
O=C(Nc1cc(Cl)ccc1-n1cncn1)c1cn2ccccc2n1	0.5	5	14	.	2.4	6.1	11	-12	-8
Cc1ccccc1CN1C(=O)C2(OCCCO2)c2ccccc21	-1.1	4	2	-0.1	.	-0.3	11	.	.
Cc1ccc(O)c(NC(=O)c2cc(-c3ccco3)on2)c1	-0.5	-6	-5	-0.6	1.1	-1.8	4	0	-8
O=C(OCC(=O)N1CCN(S(=O)(=O)c2ccc(Cl)cc2)CC1)c1cccc(OC(F)F)c1	-1.6	2	8	-2.1	1.5	1.4	4	15	6
Cc1ccc(NC(=O)CSc2nnc(CNC(=O)c3ccccc3F)o2)cc1	-2.1	1	0	-1.8	-1.8	-0.7	8	7	7
Cc1ccnc(NC(=O)CCC(=O)N(CC(=O)NCCc2ccccc2)Cc2ccco2)c1	-1.6	0	-10	-0.7	.	-0.1	-1	15	7
Cc1cccc(N2C(=O)CC(N3CCN(c4cccc(C(F)(F)F)c4)CC3)C2=O)c1 (configuration not stated)	-4.6	-1	-2	-1.6	-1.7	?	-11	4	-4
CCCC(=O)NC(=S)Nc1cc(-c2nc3ncccc3o2)ccc1C	-1.4	-1	?	.	0.5	?	1	-6	-3
COc1nnc(-c2ccc(C)c(S(=O)(=O)NC(C)(C)CO)c2)c2ccccc12	0.2	-3	-15	-2.3	-4.4	-4.8	2	10	-3
COc1ccc(CCn2c(C)cc(C(=O)CSc3nnc(N)s3)c2C)cc1	-6.2	3	-22	0.4	-2.0	-2.6	8	.	.
Clc1ccc2noc(-c3ccccc3)c2c1	-0.2	2	-5	-0.6	-3.8	0.2	10	-9	7
COC(=O)N/N=C(C)\C=C\c1ccco1	-0.6	3	2	.	1.1	-0.2	23	0	-3
CC(=O)NC1(c2ccc(F)cc2)CCN(C(=O)Nc2ccc(F)cc2F)CC1	-3.0	-1	0	2.5	3.3	0.9	-3	-11	-6
C=CCn1c(SC/C=C/c2ccccc2)nnc1-c1sc(N)nc1C	0.1	-2	17	3.8	1.1	0.9	-1	12	-3
O=C(CNC(=O)c1ccccc1F)N/N=C\C=C\c1ccccc1	-3.7	-2	-1	-0.8	-3.0	-0.4	18	0	-7
COc1ccc(-c2[nH]ncc2-c2ccc3c(c2)OCCO3)c(O)c1	-2.2	-1	-24	.	0.1	-1.5	-3	6	-8
CC(=O)/C(N=Nc1ccc2c(c1)OCCO2)=C(\C)O	-1.7	-18	-1	.	5.9	0.0	7	10	-16
O=C(COC(=O)Cc1ccc(Cl)cc1)Nc1cc(S(=O)(=O)N2CCOCC2)ccc1N1CCCC1	-2.8	6	2	.	2.5	0.1	3	8	-2
O=C(NCCc1csc(-c2cccnc2)n1)c1ccccc1Br	-3.7	-1	3	5.2	1.2	0.2	11	-4	-9
C#CCOCCOCCOCCNc1nc(N2CCN(C(=O)[C@H](CCC(=O)O)n3cc(CN)nn3)CC2)nc(N2CCN(C(=O)[C@H](CCCN=C(N)N)n3cc(C(N)[C@@H](C)CC)nn3)CC2)n1 (some centres not stated)	-5.3	-2	-4	-1.0	1.1	-0.2	-16	-12	7
Cc1ccccc1S(=O)(=O)Cc1ccc(C(=O)O)o1	-3.3	-4	2	-0.3	2.8	0.0	-6	-2	4
COc1ccc(N2CCN(C(=O)C(OC(C)=O)c3ccccc3)CC2)cc1 (configuration not stated)	1.6	-1	-13	1.9	-0.9	-0.9	-6	0	-5
